# All columns: NCI-60 one-dose screen, growth in % after 48 h at 10 µM unless noted; 100 = growth as untreated, 0 = no growth, -100 = all killed.
# 786-0 – 786-0 renal cancer cells | 5.1% of 81,000 active | AID 1794775
# IGROV1 – IGROV1 ovarian cancer | 4.7% of 79,000 active
# UO-31 – UO-31 renal cancer | 5.2% of 81,000 active | AID 1794768
# SN12C – SN12C renal cancer cells | 3.8% of 81,000 active | AID 1794767
# TK-10 – TK-10 renal cancer cells. 3.9% of 81,000 active
# RXF 393 – RXF 393 renal cancer cells; 6.9% of 77,000 active
# ACHN – ACHN renal cancer. 4.9% of 81,000 active
# SK-OV-3 – SK-OV-3 ovarian cancer cells. AID 1794785. 3.2% of 80,000 active
# Active calls of the source: *; nt = no result given; & = joins results of further samples. The calls were made as follows: active = growth percent below 10; inactive = the rest.
item	Molecule	786-0	IGROV1	UO-31	SN12C	TK-10	RXF 393	ACHN	SK-OV-3
1	CCCCCCCCCCCCCCCC(=O)N(CCC#N)CCC#N	93	87	55	96	96	109	86	85
2	Nc1ccc2c(c1)C(=O)c1cccc(Cl)c1-2	102	103	73	99	131	nt	94	98
3	CC1CCN(Cc2cn(CC(=O)Nc3ccc4c(ccn4Cc4ccccc4)c3)nn2)CC1	86	90	48	98	91	85	102	76
4	CCCCCCC1(/C=N/NC(N)=S)NC(=O)NC1=O (centres undefined)	95	105	80	101	96	nt	100	85
5	COc1ccc2c(c1)/C(=C\c1cn(C)c3ccccc13)C(=O)N2	106	102	79	96	137	115	96	102
6	C=C(CBr)[C@@H]1CC[C@]2(C(=O)OC)CC[C@]3(C)[C@H](CC[C@@H]4[C@@]5(C)CCC(=O)C(C)(C)[C@@H]5CC[C@]43C)[C@@H]12	97	88	74	92	100	99	96	83
7	COc1cccc(C2CC(=O)Nc3c2c(C)nn3-c2nc3ccccc3[nH]2)c1OC (centres undefined)	92	3.9*	73	75	nt	64	57	80
8	COc1cc(-c2nc(-c3nnc(-c4ccc(OC(F)(F)F)cc4)o3)c3ccccn23)cc(OC)c1OC	69	97	35	63	81	79	60	91

# Brought forward from above: two compounds; new compounds follow.
item	Molecule	786-0	IGROV1	UO-31	SN12C	TK-10	RXF 393	ACHN	SK-OV-3
7	COc1cccc(C2CC(=O)Nc3c2c(C)nn3-c2nc3ccccc3[nH]2)c1OC (centres undefined)	92	3.9*	73	75	nt	64	57	80
8	COc1cc(-c2nc(-c3nnc(-c4ccc(OC(F)(F)F)cc4)o3)c3ccccn23)cc(OC)c1OC	69	97	35	63	81	79	60	91
9	N#Cc1cccc(N)c1	98&153	104	96&106	102&110	105&125	102&102	100&103	105&113
10	CC(=O)N(C)c1ccc(O)cc1	109	111	93	97	100	109	99	107
11	CCCCC/C=N/Nc1nc(C)cc(=O)[nH]1	102	109	92	97	108	105	102	113
12	COc1ccc(COc2cc3oc(=O)c4cc(C(C)O)ccc4c3cc2OC)cc1 (centres undefined)	62	58	64	68	73	48	48	40
13	CC1OCC2OC(O)C(O)C(O)C2O1 (centres undefined)	92	111	86	106	109	110	110	102
14	CC(=O)NC(C)c1ccccc1 (centres undefined)	105	95	86	93	106	108	105	109
15	COc1ccc2nc(CC(=N)c3ccc(N(C)C)cc3)ccc2c1	105	101	93	nt	99	111	115	105
16	COc1cccc(C(N)=O)c1	95	95	91	95	96	124	102	104
17	CC1=C(C)CC(C(=O)c2ccc(Cl)cc2)C(C(=O)c2ccc(Cl)cc2)C1 (centres undefined)	89	103	76	91	87	nt	102	89
18	COc1ccc2[nH]cc(-c3nnc(N)nc3-c3c[nH]c4ccc(OC)cc34)c2c1	101	86	76	111	134	115	103	108
19	C(=C\c1ccc2ccccc2n1)/c1ccccc1	116	101	80	90	125	120	101	106
20	Cc1cc(N(CCCNc2ccnc3cc(Cl)ccc23)Cc2ccccn2)nc(N2CCCC2)n1	73	88	54	64	136	55	94	102
21	Cc1c(Nc2n[nH]c(=S)s2)c(=O)n(-c2ccccc2)n1C	104	105	91	101	101	123	104	109
22	CC(=O)[C@H]1CC[C@]2(C)[C@@H]1CC[C@@H]1[C@@]3(C)C/C(=C/c4cccnc4)C(=O)C(C)(C)[C@@H]3CC[C@]12C	121	93	78	76	162	98	87	87
23	COC(=O)c1ccccc1OC(=O)c1ccccc1	109	119	89	106	111	120	104	116
24	O=C(CN/N=C/c1ccc(Cl)cc1)n1nnnc1-c1ccccc1	96	107	72	94	94	123	91	94
25	O=C(O)c1ccc(-n2cc(/C=N/Nc3ccccc3)c(-c3cc4ccccc4oc3=O)n2)cc1	102	81	73	97	126	102	104	92
26	Cc1cc(C)c(C)c(C(=O)C(=O)c2ccccc2)c1	99	121	98	117	84	108	100	108
27	CCOc1ccc(/C=C2\SC(=S)N(N3CCOCC3)C2=O)cc1OC	104	101	80	100	94	103	109	98
28	O=[N+]([O-])c1ccc(/C=C/C=C/c2ccc(Cl)cc2Cl)cc1	85	79	88	97	134	84	82	70
29	C/C(=N/O)C(=O)NCCCCC(=O)Nc1ccccc1	96	106	98	98	95	113	112	103
30	CN(C)c1ccc(C(=O)Nn2c(N)cc3ccccc3c2=O)cc1	92	101	71	98	123	99	90	91
31	C[C@]12C=CC(=O)C=C1CCC1C2C(=O)C[C@@]2(C)C1CC[C@]2(O)C(=O)CO (some centres undefined)	117	110	98	99	108	131	94	123
32	CCCCN(CCCC)C(=N)c1c(OC)cccc1OC	93	83	93	92	93	99	103	62
33	CC1(C)CC(=O)C2OC2(C)C1 (centres undefined)	nt	119	94	104	99	111	100	113
34	COc1ccc(Cl)cc1[N+](=O)[O-]	103	112	nt	102	97	103	102	99
35	O=C(Nc1ccc(OS(=O)(=O)c2ccccc2)cc1)C1CCCCCCC1	93	116	109	102	101	103	113	98
36	CC(=O)Nc1nc(-c2ccccc2)cs1	96	101	89	97	100	99	99	85
37	O=c1[nH]c2ccccc2cc1CNc1ccc(Nc2nccc(-c3ccc(Cl)cc3)n2)cc1	86	94	69	86	73	84	80	103
38	CCOC(=O)c1c(N)sc2cc(OC(C)=O)c(Br)cc12	95	99	89	94	97	98	94	109
39	Cc1cc([N+](=O)[O-])ccc1NC(=O)c1ccc2c(c1)nc(-c1ccccc1)n2C1CCCCC1	87	111	62	99	84	97	90	100
40	N#CC1(C#N)C(c2cccs2)NC(c2cccs2)C1(C#N)C#N (centres undefined)	101	101	71	105	114	nt	102	99

# Looked up above:
# RXF 393 with cpd 12 is entered as 48
# 786-0 with cpd 26 is entered as 99

# The list continues:
item	Molecule	786-0	IGROV1	UO-31	SN12C	TK-10	RXF 393	ACHN	SK-OV-3
41	Nc1cc(N)c2c(c1)C(=O)c1ccccc1-2	107	107	84	95	102	124	100	93
42	CCOC(=O)c1c2c(n3ccc(NC(=O)CCN(CC)CC)cc13)C(=O)c1ncccc1C2=O	50	47	29	28	36	67	16	36
43	CCCN(CCC)C(=O)c1ccccc1OCC	101	107	90	101	96	128	110	109
44	COC(c1ccc2ccccc2c1)C(C)C(F)F (centres undefined)	91	100	91	98	86	106	100	88
45	O=S(=O)(Nc1ccc(Cl)nn1)c1ccc(NC(=S)Nc2ccccc2)cc1	103	97	74	99	115	148	100	91
46	COc1ccc(C(C)=O)c(OC)c1	103	127	97	106	100	117	110	105
47	O=c1nc2s/c(=C\c3cccc(Cl)c3)c(=O)n2c2nc(-c3ccccc3)c(-c3ccccc3)nc12	103	98	77	100	90	116	102	105
48	CC(=O)OCC1OC(n2c(Br)nc3c(=O)[nH]c(N)nc32)C(OC(C)=O)C1OC(C)=O (centres undefined)	104	93	79	108	119	127	101	99
49	O=C1c2ccccc2C(=O)C1C(=O)C1CC1	114	97	82	108	105	104	100	102
50	CC(C)CC(=O)OC/C=C/c1ccccc1	96	134	99	115	112	102	97	117
51	COc1ccc(C(=O)NC(=O)Nc2cc3c(cc2F)/C(=C/c2[nH]c(C)c(CCC(=O)O)c2C)C(=O)N3)c(F)c1	39	37	59	28	nt	34	66	61
52	O=c1onc(-c2ccccc2)c2ccccc12	105	113	98	101	114	90	112	112
53	CS(=O)(=O)c1ccc(C(=O)c2ccc(Cl)cc2)cc1	101	97	82	93	84	94	100	103
54	Cc1ccc(-c2cc(-c3ccc(N4CCOCC4)cc3)n3c(n2)nc2ccccc23)cc1	100	110	81	100	102	117	102	118
55	O=C1CCC(C(=O)N/N=C/c2cc(F)ccc2F)N1 (centres undefined)	103	102	92	97	104	108	100	108
56	CC(C)(C)C1CCC(OC=O)CC1 (centres undefined)	96	111	107	99	91	101	99	100
57	CC(C)(C)NCC(O)COc1c(Br)c(Br)c(Br)c2c1OC(C)(C)C2 (centres undefined)	-92*	-84*	-82*	33	-78*	-53*	-60*	92
58	O=c1c2cc(F)ccc2sc2c(NCCCNCCO)nc3ccc(Cl)cc3c12	59	32	59	67	77	61	61	88
59	Cc1[nH]c(C(=O)Nc2cccc(OC3CCNCC3)c2)c(Cl)c1Cl	64	61	67	70	123	41	63	96
60	O=[N+]([O-])c1ccc(Nc2ccc(N=Cc3ccccc3O)cc2)c2nonc12	106	106	92	105	126	143	104	114
61	N#Cc1ncc(-c2cccc(F)c2F)c(NC2CCCCCC2)n1	95	86	74	77	99	68	80	85
62	COC(=O)[C@]1(C)CCC[C@]2(C)[C@H]3C[C@@H]4[C@H]5[C@@H]6CC/C(=N\OCC/C(N)=N/O)[C@H]5[C@@]3(CC[C@H]21)CC4(C(C)C)O6	86	63	50	63	85	42	68	90
63	Cc1cc(=O)oc2cc(OCCN(C(C)C)C(C)C)ccc12	255	202	137	122	110	155	102	115
64	CC(=O)Oc1ccc(N2C(=O)CCSC2=S)cc1C(=O)O	108	103	85	107	101	103	103	102
65	Cc1cc2c(c(C)c1Cl)C(=O)/C(=C/c1ccc(F)cc1)O2	97	60	59	96	137	114	85	nt
66	O=C1NCCCC1(c1ccccc1)c1ccccc1	107	101	94	106	94	100	103	97
67	CCC(C)OC(=Nc1cccc2ccccc12)Nc1cccc2ccccc12 (centres undefined)	99	90	80	98	108	94	96	103
68	O=C(O)c1ccc(N=C2c3ccccc3-c3ccccc32)cc1	nt	nt	nt	102	104	106	96	102
69	O=C(Nc1nc2ccccc2c2c(=O)c3cc(Cl)ccc3sc12)c1ccccn1	101	89	75	109	105	99	98	91
70	CCc1ccccc1NC(=O)C1CCN(S(=O)(=O)c2cc([N+](=O)[O-])ccc2Cl)CC1	107	nt	72	105	128	90	99	99
71	CCOc1cc(C#N)ccc1OC(C)=O	108	117	94	93	102	107	105	103
72	Nc1cccc(Cl)c1N	110	88	71	112	93	121	90	94
73	Cc1ccc(C(=O)NC(=S)N2CCN(c3ncnc4c3cnn4-c3ccccc3)CC2)cc1	94	53	44	67	129	66	80	86
74	NC(=O)c1c(NC(=O)Cc2ccc(Cl)cc2)sc2c1CCCC2	98	39	91	102	110	50	96	102
75	CCCCNC(=O)Oc1ccc(/C(=C(\C)c2ccc(Cl)cc2)c2ccc(OCCN(CC)CC)cc2)cc1	59	82	48	75	89	79	94	75
76	O=C1/C(=C\c2cn(-c3ccccc3)nc2-c2ccc(Cl)cc2)CCc2ccccc21	100	88	81	99	107	104	99	90
77	Cn1c(=O)c2c(nc(Sc3nc(N)cc(=O)[nH]3)n2CC(=O)N2CCc3ccccc32)n(C)c1=O	105	94	68	97	104	91	95	94
78	CCCCC(S(=O)(=O)CC)S(=O)(=O)CC	102	95	91	104	108	102	100	109
79	CCCCCCCCCCCCCC/C=C\C(CC(=O)O)C(=O)O (centres undefined)	103	117	96	100	111	117	110	105

# By substructure: the compounds so far with sulfur (18)
item	Molecule	786-0	IGROV1	UO-31	SN12C	TK-10	RXF 393	ACHN	SK-OV-3
4	CCCCCCC1(/C=N/NC(N)=S)NC(=O)NC1=O (centres undefined)	95	105	80	101	96	nt	100	85
21	Cc1c(Nc2n[nH]c(=S)s2)c(=O)n(-c2ccccc2)n1C	104	105	91	101	101	123	104	109
27	CCOc1ccc(/C=C2\SC(=S)N(N3CCOCC3)C2=O)cc1OC	104	101	80	100	94	103	109	98
35	O=C(Nc1ccc(OS(=O)(=O)c2ccccc2)cc1)C1CCCCCCC1	93	116	109	102	101	103	113	98
36	CC(=O)Nc1nc(-c2ccccc2)cs1	96	101	89	97	100	99	99	85
38	CCOC(=O)c1c(N)sc2cc(OC(C)=O)c(Br)cc12	95	99	89	94	97	98	94	109
40	N#CC1(C#N)C(c2cccs2)NC(c2cccs2)C1(C#N)C#N (centres undefined)	101	101	71	105	114	nt	102	99
45	O=S(=O)(Nc1ccc(Cl)nn1)c1ccc(NC(=S)Nc2ccccc2)cc1	103	97	74	99	115	148	100	91
47	O=c1nc2s/c(=C\c3cccc(Cl)c3)c(=O)n2c2nc(-c3ccccc3)c(-c3ccccc3)nc12	103	98	77	100	90	116	102	105
53	CS(=O)(=O)c1ccc(C(=O)c2ccc(Cl)cc2)cc1	101	97	82	93	84	94	100	103
58	O=c1c2cc(F)ccc2sc2c(NCCCNCCO)nc3ccc(Cl)cc3c12	59	32	59	67	77	61	61	88
64	CC(=O)Oc1ccc(N2C(=O)CCSC2=S)cc1C(=O)O	108	103	85	107	101	103	103	102
69	O=C(Nc1nc2ccccc2c2c(=O)c3cc(Cl)ccc3sc12)c1ccccn1	101	89	75	109	105	99	98	91
70	CCc1ccccc1NC(=O)C1CCN(S(=O)(=O)c2cc([N+](=O)[O-])ccc2Cl)CC1	107	nt	72	105	128	90	99	99
73	Cc1ccc(C(=O)NC(=S)N2CCN(c3ncnc4c3cnn4-c3ccccc3)CC2)cc1	94	53	44	67	129	66	80	86
74	NC(=O)c1c(NC(=O)Cc2ccc(Cl)cc2)sc2c1CCCC2	98	39	91	102	110	50	96	102
77	Cn1c(=O)c2c(nc(Sc3nc(N)cc(=O)[nH]3)n2CC(=O)N2CCc3ccccc32)n(C)c1=O	105	94	68	97	104	91	95	94
78	CCCCC(S(=O)(=O)CC)S(=O)(=O)CC	102	95	91	104	108	102	100	109
